Compound activity (PubChem)
SW480 rereplic – induces DNA re-replication in SW480 colon adenocarcinoma cells; SW480 DNA re-replication, Hoechst DNA content imaging, 48 h; Potency, µM (top dose mostly 46.1 µM), for inactives: top-dose re-replication activation, most hits filed as activators; AID 624297; 340,000 compounds, 1.8% hits; also: potency is read from the fitted curve at half-maximal effect; % of control where 0% means no effect; nearly all actives have a fitted effect of over 55% in size
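Cells (250 per well) received 23 nL compound or DMSO by pin tool and were kept 48 hr at 37 C, 5% CO2. Nuclei were then stained with Hoechst for 40 min and scanned for DNA content.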
HT1080-NT tox – kills 2HG-producing HT-1080-NT fibrosarcoma cells; Potency, µM (series often up to 46.1 µM), inactives show at the top dose activity, negative = less viability, hits mostly cytotoxic; HT-1080-NT fibrosarcoma viability, CellTiter-Glo ATP luminescence, 48 h; AID 686970; 360,000 compounds, 1.6% hits;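 also: NT is the 2HG producing partner of a matched IDH1 knockdown line; potency is read from the fitted curve at half-maximal effect; 0% = DMSO-treated cells and -100% = media-only wells without cells; nearly all actives have a fitted effect of over 55% in size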
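750 cells/well, RPMI + 5% FBS; 2 h settle, compound pin-transfer, 48 h at 37 degrees C. CellTiter-Glo 10 min RT, luminescence. Normalized to DMSO and media-only wells.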
KB-3-1 cytotox – kills parental KB-3-1 adenocarcinoma cells; Potency, µM (series often up to 46.1 µM), inactives show at the highest dose activity change, negative = cytotoxic, actives largely listed as cytotoxic; 400,000 compounds, 1.4% hits; AID 1347075; KB-3-1 viability, CellTiter-Glo ATP luminescence, 72 h; also: potency is read from the fitted curve at half-maximal effect; % is scaled to controls: 0 for no effect and ±100 for the full control effect; nearly all actives have a fitted effect of over 60% in size
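Viability of parental KB-3-1 cells, measured by CellTiter-Glo luminescence, followed a 72 h incubation at 37 °C with pinned compounds in phenol-red-free DMEM containing 10% FBS.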
KB-V1 cytotox – KB-V1 MDR subline cytotoxicity; KB-V1 MDR cells viability, CellTiter-Glo, 72 h; 400,000 compounds, 3.4% hits; AID 1347076; Potency, µM (titrated, usually from 46.1 µM), for inactives: at the top dose activity change, negative = cytotoxicity, actives largely listed as cytotoxic; also: potency is read from the fitted curve at half-maximal effect; % is scaled to controls: 0 for no effect and ±100 for the full control effect; nearly all actives have a fitted effect of over 60% in size
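Drug-selected KB-V1 cells, grown in DMEM lacking phenol red with 10% FBS, receive compound titrations; after three days at 37 degrees C, surviving cell ATP is quantified by CellTiter-Glo luminescence and responses normalized and curve-fitted.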
HT1080 IDH1KD tx – kills HT-1080 cells with IDH1 knockdown; HT-1080 IDH1 knockdown viability, ATP luminescence, 48 h; Potency, µM (series often up to 46.1 µM), for the others: at the top dose activity, negative = toxicity, most hits filed as cytotoxic; 360,000 compounds, 2% hits; AID 686971;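 also: potency is read from the fitted curve at half-maximal effect; 0% = DMSO wells and -100% = cell-free medium wells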
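Assay cells: HT-1080 with IDH1 knockdown, 750 per well, RPMI/5% FBS. Exposure: 48 h at 37 °C following 2 h pre-incubation. Read: CellTiter-Glo luminescence; fitted concentration-response, curve class assigned.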
MCF10A rerep – inducers of DNA re-replication in MCF 10A breast cells. MCF 10A DNA re-replication, Hoechst nuclear intensity, 48 h. AID 624296. Potency, µM (highest dose often 46.1 µM), for inactives: at the highest dose activity, positive = re-replication, hits mostly activators. 350,000 compounds, 2.9% hits; also: potency is read from the fitted curve at half-maximal effect; % of control where 0% means no effect; nearly all actives have a fitted effect of over 50% in size
HEK293 tox – cytotoxicity counter-screen for GLP-1 receptor inverse agonists | 410,000 compounds, 0.13% hits | HEK293 cAMP-luciferase reporter cells, luminescence, 24 h | Potency, µM (titrated, usually from 38.3 µM), for the others: at the top dose activity change, negative = inhibition, actives largely listed as inhibitors;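 also: loss of luciferase light is scored as toxicity; potency is read from the fitted curve at half-maximal effect; % is scaled to controls: 0 for no effect and ±100 for the full control effect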
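Cells in DMEM/10% Nu serum/1% pen-strep, 1536-well format. Pre-incubated 12 h, dosed with 23 nL compound, incubated a further 24 h. Luciferase detection, 12 min at room temp, luminescence.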
DRD3 agonist – activates the human D3 dopamine receptor | AID 652048 | P35462 | 410,000 compounds, 0.58% hits | D3R DiscoveRx beta-arrestin cells, luminescence, 90 min | max activation, %; in the data active = max activation above about 30%; also: 0% is about no effect; mostly tested at two doses, the higher about 12 µM
Target sequence (P35462 whole entry, looked up): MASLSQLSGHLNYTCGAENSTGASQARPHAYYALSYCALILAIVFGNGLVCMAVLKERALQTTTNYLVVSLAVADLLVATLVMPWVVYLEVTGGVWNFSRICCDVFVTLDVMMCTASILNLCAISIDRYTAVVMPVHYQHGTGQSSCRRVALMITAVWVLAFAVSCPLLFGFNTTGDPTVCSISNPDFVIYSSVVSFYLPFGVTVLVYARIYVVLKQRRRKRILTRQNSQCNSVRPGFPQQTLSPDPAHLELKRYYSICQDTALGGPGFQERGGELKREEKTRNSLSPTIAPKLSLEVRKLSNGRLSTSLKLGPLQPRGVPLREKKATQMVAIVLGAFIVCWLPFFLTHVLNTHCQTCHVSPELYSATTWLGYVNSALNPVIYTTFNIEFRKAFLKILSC
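Cells at 1500/well, incubated overnight, then treated with pinned compounds (dopamine as control) for 90 min at 37 degrees C. DiscoveRx reagent added for 30 - 60 minutes at room temperature; luminescence read.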
IL1B secr inh – inhibitors of inflammasome signaling (IL-1 beta secretion) | THP-1 LPS/ATP IL-1B secretion, AlphaLISA, 16 h; stronger effect = lower value | activity change, % at 57.5 µM | 360,000 compounds, 4.7% hits | AID 743279; in the data active = activity change below about -50%; inconclusive = mostly about -30% to -49%; also: % is scaled to controls: 0 for no effect and ±100 for the full control effect
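Secreted IL-1B measured by AlphaLISA bead assay after 16 h compound exposure of THP-1 cells; compounds (final up to 57.5 uM) added 1 h before LPS (250 ng/mL) and ATP (1.25 mM) stimulation; lower signal means less secretion.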
Starred values were filed as active, the others as inactive; ? = inconclusive; . = no result given; [ ] = dose if it differs, or a comment. Unless noted, calls follow the shape of the dose curve; as a rule, active = well fitted curve in the direction sought with a large enough effect; inconclusive = small, poorly fitted or top-dose-only effect, or another doubt; inactive = no such curve, though single readings can be large; an effect the other way counts as inactive or inconclusive. Not a hit list (roughly 11% active in at least one column).

SMILES | SW480 rereplic | HT1080-NT tox | KB-3-1 cytotox | KB-V1 cytotox | HT1080 IDH1KD tx | MCF10A rerep | HEK293 tox | DRD3 agonist | IL1B secr inh
Cc1[nH]c2ccccc2c1/C=N/NC(=O)c1cccc(S(=O)(=O)Nc2cccc(C(F)(F)F)c2)c1 | 1% | -13% | -6% | 11% | -16% | ? | ? | -5 | 32
Cc1cc(C)n(-c2ccc(C(=O)NC(C)C)cc2)n1 | -11% | 0% | -14% | 17% | 3% | -3% | 17% | -4 | -22
COc1cc(O)c(C(CC(=O)N2CCCCC2)c2ccc(N(C)C)cc2)c(OC)c1 (stereo not drawn) | -12% | 8% | -5% | ? | 11% | 25% | -7% | 10 | -13
O=C1CC(c2cccc(F)c2)C2=C(CCCC2=O)N1 (stereo not drawn) | -3% | -1% | -4% | 13% | 1% | -3% | -1% | 4 | 25
O=C1OC/C(=C(/O)c2ccc(Cl)cc2)C1=O | -5% | -2% | -4% | 1% | -12% | 0% | -7% | 0 | 11
O=c1[nH]c(CN2CCN(c3ccccc3O)CC2)nc2ccccc12 | -8% | -7% | 12% | -3% | -3% | -19% | -7% | 2 | 18
Oc1ccc2c(c1)c1ccccc1c1ncccc21 | -6% | 0% | . | . | -14% | -7% | 13% | -20 | -23
CN(Cc1ccccc1)C(=O)c1ccc2c(c1)N(Cc1ccccc1F)C(=O)c1ccccc1S2(=O)=O | . | . | 1% | -17% | . | . | -3% | -9 | .
O=C(O)c1ccc(-c2ccccc2C(F)(F)F)o1 | 8% | 1% | -4% | 20% | 0% | ? | 3% | 4 | -13
CCOc1ccc(N(CC)C(=O)CSc2n[nH]c(-c3ccccc3)n2)cc1 | . | . | -26% | ? | . | . | -10% | 5 | .
CCNc1c(NC(=O)c2ccccc2OCC)c(=O)oc2ccccc12 | . | . | -8% | -5% | . | . | -10% | 1 | .
O=C(COC(=O)Cc1c(F)cccc1Cl)NC(=O)Nc1ccccc1F | 0% | 5% | -1% | -21% | -10% | 3% | -11% | 1 | 22
COc1cccc(CN2CCN(C(=O)C3CCC(=O)N(C4CCCC4)C3)CC2)c1 (stereo not drawn) | 2% | 2% | 0% | 1% | 0% | 0% | -22% | -1 | 1
COc1ccc(NC(=O)c2ccc(-c3nc(CSc4ccccc4)c(C)o3)cc2)cc1OC | . | . | -18% | -20% | . | . | 0% | -3 | .
O=[N+]([O-])c1ccc(NCCCNS(=O)(=O)c2ccc(Cl)cc2)c(Cl)c1 | 1% | -11% | ? | -27% | -10% | 2% | 10% | -4 | 1
C/C(Cn1cnc([N+](=O)[O-])n1)=N\NC(=O)c1ccc(Br)cc1 | 0% | 5% | -13% | 3% | 1% | 6% | 10%[1.53 µM] | 0 | -1
COc1ccc(CCNC(=O)Nc2cccs2)c(OC)c1 | -8% | 21% | 12% | 2% | 27% | -8% | -7% | 4 | 23
CC(NC(=O)c1noc2c1CCCCC2)c1ccccc1 (stereo not drawn) | -12% | -9% | -4% | ? | -4% | 3% | 19% | 0 | -3
S=C(NCCSCc1ccccc1Cl)Nc1ccccc1 | -1% | -16% | -24% | ? | ? | 13µM* | ? | -2 | -14
CCN1CCN(S(=O)(=O)c2ccc(Br)s2)CC1 | 1% | 1% | 4% | 17% | 11% | 4% | 4% | -7 | 7
CCOC(=O)[C@H]1[C@H]2COc3ccc(C)cc3[C@@H]2N2C(=O)c3ccc(Cl)cc3NC(=O)[C@@]12C | 9% | 2% | -22% | -18% | -5% | ? | 3% | -23 | -2
CCOC(=O)N1CCN(c2nc3ccc(C(=O)c4ccccc4)cc3n3cnnc23)CC1 | -16% | -5% | -17% | 10% | -2% | ? | -4% | 3 | -11
CC1(C(=O)NC2CCCCC2)CCC(=O)N1Cc1cccnc1 (stereo not drawn) | 3% | 6% | 7% | 17% | 2% | 23% | -7% | 1 | 12
CN(C)c1nc(-c2cccnc2)nc(-c2ccc(Cl)cc2)c1C#N | 7% | 7% | 0% | -19% | 9% | 11% | -17% | 12 | -17
COc1cc2c(cc1OC)C(c1cccc([N+](=O)[O-])c1)NC(=O)C2 (stereo not drawn) | 2% | 18% | 2% | 8% | 4% | 0% | -9% | 1 | 15
COc1ccc(Cn2c(=O)c3ccccc3n3c(-c4cccc(OC)c4OC)nnc23)cc1 | . | . | 0% | ? | . | . | -10% | 6 | .
CC(=O)N1CCN(c2ccc(NC(=O)C(c3ccccc3)c3ccccc3)cc2)CC1 | -7%[1.84 µM] | -23% | -1% | -12% | -3% | 13% | -5% | -4 | -58*
CS(=O)(=O)Nc1ccc2c(c1)[C@H]1C[C@H](CC(=O)NCc3ccccc3)O[C@H](CO)[C@H]1O2 | . | 2% | -8% | 2% | 3% | . | 7% | 5 | -9
Cn1cccc1CC(=O)NNC(=S)Nc1ccc(F)cc1 | 20% | 12% | 4% | 27% | 2% | 1% | -5% | 5 | -3
COc1ccccc1C(=O)Nc1ccc(N2CCCCC2)cc1 | -3% | -16% | -32% | 21µM* | -21% | 6% | 5% | -12 | -22
CCCCOCCCNC(=O)c1ccc2c(c1)OCO2 | -5% | 4% | 10% | 2% | 9% | -7% | -26% | 5 | 14
CCOC(=O)c1[nH]c(C)c(CCC(=O)N2CCN(c3cc(C)ccc3C)CC2)c1C | . | . | ? | ? | . | . | 0% | 2 | .
Cc1csc(=O)n1CC(=O)OCC(=O)NCc1ccccc1 | 2% | -2% | 20% | 0% | 3% | 0% | -3% | 5 | -5
COC(=O)c1ccc(C)c(NC(=O)C(CCSC)NC(=O)c2cc(OC)c(OC)c(OC)c2)c1 (stereo not drawn) | -2% | -20% | 14% | 0% | -1% | -1% | -7% | -3 | 20
CC(=O)Nc1ccc(N2CCOCC2)c(Cl)c1 | -4% | 23% | 8% | -5% | 22% | -6% | 2% | 0 | -12
O=C(Nc1ccc(N2CCN(C(=O)c3cccs3)CC2)cc1)c1ccccc1F | ? | -26% | ? | 7.3µM* | -19% | ? | -12% | 2 | -62*
CCOC(=O)c1c(S(=O)(=O)N2CCC(C(=O)Nc3ccc(C)cc3C)CC2)c(C)n(C)c1C | . | . | 12% | 0% | . | . | 3% | 3 | .
O=C(COC(=O)c1ccco1)Nc1cccc(S(=O)(=O)N2CCOCC2)c1 | . | 0% | 17% | 20% | 11% | . | -2% | 7 | -15
CCn1c(SCC(=O)c2ccc(Cl)cc2)nnc1-c1cccs1 | -6% | 2% | -3% | ? | 0% | 0% | -26% | -4 | -18
Cn1c(Cn2cnc([N+](=O)[O-])n2)nnc1SCC(=O)Nc1cccc(Cl)c1 | -6% | 1% | 14% | 13% | -1% | 1% | -15% | 10 | 32
CCc1nnc(NS(=O)(=O)c2ccc(N=CC3=C(O)CC(C)(C)CC3=O)cc2)s1 | -4% | 0% | 19% | 10% | 1% | 2% | -6% | 3 | 31
Cc1ccc(OCC(=O)Nc2ccc3c(c2)nc(CCN2CCOCC2)n3C)cc1 | -3% | 1% | 5% | -4% | 0% | -2% | -6% | 0 | -11
CCOC(=O)C1(CCOc2ccccc2)CCN(Cc2ccccc2O)CC1 | -84%[inhibitor][1.84 µM] | -16% | -3% | -21% | -8% | 13% | -1% | -14 | 6
COc1ccccc1N/C(=N/S(=O)(=O)c1ccc(C)cc1)c1ccccc1 | 8% | 2% | 3% | -2% | 0% | 1% | 16% | -21 | -4
C=CCn1c(CNS(=O)(=O)c2ccc(Cl)cc2)n[nH]c1=S | 4% | 0% | 0% | 18% | -1% | 1% | -3% | -1 | 5
Cc1cccc(C(=O)n2nc(C)c(S(=O)(=O)N3CCOCC3)c2C)c1 | . | . | 4% | 27% | . | . | 9% | -13 | .
c1nc(N2CCOCC2)c2[nH]cnc2n1 | -6% | 9% | 12% | 4% | 9% | 5% | -9% | -8 | 1
CCc1ccc(NC(=O)C(=O)NCCc2sc(-c3ccc(OC)c(OC)c3)nc2C)cc1 | . | . | 12% | -7% | . | . | 9% | -1 | .

Grouped by structure: the compounds so far with fluorine (seven)
SMILES | SW480 rereplic | HT1080-NT tox | KB-3-1 cytotox | KB-V1 cytotox | HT1080 IDH1KD tx | MCF10A rerep | HEK293 tox | DRD3 agonist | IL1B secr inh
Cc1[nH]c2ccccc2c1/C=N/NC(=O)c1cccc(S(=O)(=O)Nc2cccc(C(F)(F)F)c2)c1 | 1% | -13% | -6% | 11% | -16% | ? | ? | -5 | 32
O=C1CC(c2cccc(F)c2)C2=C(CCCC2=O)N1 (stereo not drawn) | -3% | -1% | -4% | 13% | 1% | -3% | -1% | 4 | 25
CN(Cc1ccccc1)C(=O)c1ccc2c(c1)N(Cc1ccccc1F)C(=O)c1ccccc1S2(=O)=O | . | . | 1% | -17% | . | . | -3% | -9 | .
O=C(O)c1ccc(-c2ccccc2C(F)(F)F)o1 | 8% | 1% | -4% | 20% | 0% | ? | 3% | 4 | -13
O=C(COC(=O)Cc1c(F)cccc1Cl)NC(=O)Nc1ccccc1F | 0% | 5% | -1% | -21% | -10% | 3% | -11% | 1 | 22
Cn1cccc1CC(=O)NNC(=S)Nc1ccc(F)cc1 | 20% | 12% | 4% | 27% | 2% | 1% | -5% | 5 | -3
O=C(Nc1ccc(N2CCN(C(=O)c3cccs3)CC2)cc1)c1ccccc1F | ? | -26% | ? | 7.3µM* | -19% | ? | -12% | 2 | -62*
